# Screening data: PubChem, several laboratories
# RBBP9 inh: human RBBP9 inhibitors, primary screen, biochemical, fluorescence polarization, FP-Rh probe, HTS. AID 1515, 2009. actives 0.2% (n = 220,000). inhibition, % at 7.94 µM. recombinant RBBP9. Serine hydrolase RBBP9 (Homo sapiens), O75884;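 active = inhibition above the campaign mean of all tested compounds plus 3 SD, cut at about 14% in these data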;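 also: plate controls were DMSO wells with RBBP9 for no effect and wells lacking RBBP9 protein for full effect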
# Target sequence (O75884 whole entry, looked up): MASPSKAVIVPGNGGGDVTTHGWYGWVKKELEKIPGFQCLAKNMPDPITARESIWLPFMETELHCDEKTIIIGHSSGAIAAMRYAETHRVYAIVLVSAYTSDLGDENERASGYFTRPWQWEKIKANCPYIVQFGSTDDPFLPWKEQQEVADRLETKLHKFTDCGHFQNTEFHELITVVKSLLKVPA
#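 System: RBBP9 protein | Quantity: 2.5 µM RBBP9 dispensing solution, before mixing | Reagent: FP-Rh probe, 375 nM dispensing solution | Timing: Enzyme-compound preincubation 30 min, then probe labeling 45 min, 25 °C | Measured by: Fluorescence polarization | Read-out: % inhibition | Replication: One well per compound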
# PPC-1+TRAIL kill: compounds killing PPC-1 cancer cells with TRAIL present, primary screen, TRAIL potentiator project, ATPLite luminescence, uHTS; cell killing (% activity), % at 4 µM; PPC-1 cells + TRAIL, ATPLite viability luminescence; actives 0.41% (n = 220,000); AID 1443, 2008;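 active = cell killing above 50% in the first pass at 4 µM, then a duplicate retest at 5 µM averaging 50% or more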;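 also: plate controls were cells with TRAIL plus DMSO for no effect and medium-only wells lacking cells for full effect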
# TbHK1 inh: Trypanosoma brucei hexokinase 1 inhibitors, primary screen, biochemical, G6PDH-coupled NADH absorbance, MLSCN library | recombinant TbHK1, G6PDH-coupled NADH A340 | inhibition, % at 10 µM | hexokinase 1 [Trypanosoma brucei] | AID 1430, 2008 | actives 0.11% (n = 220,000);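 active = inhibition of 50% or more in the single-dose primary screen; inactive = inhibition below 50%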
# NCF1 inh: p47phox/p22phox peptide binding inhibitors, primary screen, biochemical, uHTS, NADPH oxidase regulatory subunit; fluorescence polarization, 2 h; actives 0.53% (n = 220,000); Neutrophil cytosol factor 1 (Homo sapiens), P14598; inhibition, % at 24.7 µM;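 active = inhibition above about 30%, limit read from the data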;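 also: 0% = p47phox with labelled peptide and 100% = labelled peptide alone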
# Target sequence (P14598 whole entry, looked up): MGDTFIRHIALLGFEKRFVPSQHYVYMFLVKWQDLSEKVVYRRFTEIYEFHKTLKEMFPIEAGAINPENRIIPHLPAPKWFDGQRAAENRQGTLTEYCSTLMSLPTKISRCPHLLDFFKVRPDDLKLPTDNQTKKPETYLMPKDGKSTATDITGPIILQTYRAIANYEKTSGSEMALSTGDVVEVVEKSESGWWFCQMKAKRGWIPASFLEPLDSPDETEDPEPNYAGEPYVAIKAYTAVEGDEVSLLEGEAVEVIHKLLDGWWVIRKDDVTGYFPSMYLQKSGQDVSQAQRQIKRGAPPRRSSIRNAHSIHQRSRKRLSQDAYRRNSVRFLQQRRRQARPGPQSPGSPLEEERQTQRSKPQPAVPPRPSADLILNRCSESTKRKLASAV
# PGE2 EP2 inh: human EP2 receptor antagonists, primary screen, TR-FRET cAMP, C6 glioma cells; inhibition, % at 25 µM; AID 1422, 2008; actives 0.52% (n = 260,000); Prostaglandin E2 receptor EP2 subtype (Homo sapiens), P43116; C6 glioma cells expressing human EP2; cells stimulated with saturating PGE2;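 active = percent inhibition above 40 after rounding to a whole number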;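 also: rat C6 glioma host cells with rolipram phosphodiesterase inhibitor present; the protocol text gives 20 µM as final concentration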
# Target sequence (P43116 whole entry, looked up): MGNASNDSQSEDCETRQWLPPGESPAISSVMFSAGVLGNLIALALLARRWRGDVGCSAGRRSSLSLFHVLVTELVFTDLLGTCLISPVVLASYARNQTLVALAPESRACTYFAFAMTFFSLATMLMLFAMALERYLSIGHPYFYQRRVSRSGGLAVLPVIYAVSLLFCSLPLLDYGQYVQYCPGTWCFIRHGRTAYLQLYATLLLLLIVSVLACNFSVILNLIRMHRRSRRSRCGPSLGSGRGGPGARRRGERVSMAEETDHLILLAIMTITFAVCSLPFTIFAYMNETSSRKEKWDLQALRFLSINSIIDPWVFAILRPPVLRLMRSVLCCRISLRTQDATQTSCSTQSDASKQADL
# BaF3 parental: parental Ba/F3 cell viability inhibition, counter-screen for JAK2V617F inhibitor project, murine pro-B, CellTiter-Glo luminescence; actives 1.1% (n = 220,000); CellTiter-Glo ATP luminescence; inhibition, % at 5.6 µM; AID 1486, 2009;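 active = inhibition above a per-campaign cutoff, the mean inhibition of all tested compounds plus 3 SD, cut at about 27% in these data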;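 also: 0% = DMSO wells and 100% = JAK Inhibitor I control wells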
# p97 inhibitor: inhibitors of human p97 ATPase, primary screen, biochemical; Transitional endoplasmic reticulum ATPase (Homo sapiens), P55072; recombinant p97 ATPase, Kinase-Glo ATP luminescence, 3 h; inhibition, % at 8 µM; actives 0.42% (n = 220,000); AID 1481, 2009; in the data active = inhibition above about 15%;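 also: 0% = DMSO vehicle and 100% = wells lacking enzyme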
# Ba/F3 V617F tox: reduced viability of JAK2V617F-dependent Ba/F3 cells, primary screen, JAK2V617F inhibitor project, cell-based, Ba/F3 EpoR-JAK2V617F, luminescence | ATP luminescence | inhibition, % at 5.6 µM | actives 1.1% (n = 220,000) | AID 1446, 2008;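 active = inhibition above the campaign mean plus 3 SD over all tested compounds, cut at about 24% in these data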;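 also: cytokine-independent growth of Ba/F3 cells driven by EpoR plus mutant JAK2; 0% = DMSO-treated cells and 100% = JAK inhibitor I control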
# Furin inh: human furin inhibitors, primary screen, biochemical, fluorescence intensity; P09958; purified furin, fluorogenic substrate cleavage; inhibition, % at 30 µM; actives 0.061% (n = 220,000); in the data active = inhibition above about 25%; also: inactives centre near -15
# Active calls of the source: *; . = not tested or not shown; [ ] = dose if it differs, or a comment.
SMILES,RBBP9 inh,PPC-1+TRAIL kill,TbHK1 inh,NCF1 inh,PGE2 EP2 inh,BaF3 parental,p97 inhibitor,Ba/F3 V617F tox,Furin inh
COc1cc(C(=S)N2CCOCC2)ccc1OS(=O)(=O)c1ccc(NC(C)=O)cc1,-5,1,12,-10,9,5,3,-5,-18
O=C(CSc1nnc(-c2ccccc2Cl)n1Cc1ccco1)Nc1ccc2c(c1)OCCO2,-9,12,4,-10,14,4,-2,-1,-1[20 µM]
CN1C(=O)/C(=N\OC(=O)c2ccccc2Cl)c2ccccc21,-4,2,-4,-4,4,6,3,3,-17
CCCCN(CCCC)CCCNC(=O)C1CC(c2ccc(C(F)(F)F)cc2)=NO1 (stereo unspecified),.,26,13,-2,-2,.,.,.,-39
CC1(C)Cc2cccc(OCC(=O)Nc3nccs3)c2O1,-1,-5,-6,-9,4,0,-4,3,-15
COC(=O)c1cccc(NC(=S)Nc2ccc(Cl)c(Cl)c2)c1,1,4,6,-22,18,1,5,-3,-26
COc1ccc(/C=N/NC(=O)c2ccc(Br)cc2)c(OC)c1,3,8,-36,.,6,4,3,2,-21
CCC(CC)=NNc1ccc(S(N)(=O)=O)cc1[N+](=O)[O-],0,-3,6,-10,7,-3,-3,5,-6
C=CCNC(=O)c1ccccc1NC(=O)COc1ccccc1,-2,23,-2,-3,3,12,1,2,-8
c1ccc(C2=Nn3c(nnc3-c3cccnc3)SC2)cc1,1,7,-5,-5,10,4,5,-3,-21
CCC(=O)c1ccc(OCCSc2ncccn2)cc1,-14,6,7,-11,14,4,-5,1,-13[20 µM]
COc1ccc(C(=O)Oc2ccc3c(C)cc(=O)oc3c2C(C)=O)cc1,-10,-2,-2,-8,8,1,3,0,-22
O=C(CCCOc1ccccc1)N1CCN(S(=O)(=O)c2cccs2)CC1,-3,-15,9,-8,14,3,1,-4,-15[20 µM]
O=C(CCNC(=O)c1ccc(Cl)cc1)Nc1ccc(F)cc1F,-6,10,18,-7,4,5,2,-1,-16
CC(=O)/C(=N/Nc1ccccc1[N+](=O)[O-])N1CCCc2ccccc21,-2,0,-12,0,6,-3,4,1,-8
C[C@H](NC(N)=O)C(=O)Nc1ccc(OCc2ccccc2)cc1,-3,5,-1,-2,7,4,3,1,-18
COc1ccc(-c2[nH]ncc2-c2cnn(-c3ccccc3)c2)c(O)c1,-9,3,-6,-10,3,9,3,4,-26
O=C(CCC1CC(=O)Nc2ccccc21)NCc1ccc(F)cc1 (stereo unspecified),5,-6,-1,-22,3,4,0,-1,11[20 µM]
O=C(Nc1cccc(F)c1)c1cccnc1NCCc1ccccc1,-14,26,1,-19,7,7,5,-2,-10
O=C(N1CCN(Cc2ccccc2)CC1)C(Cl)(Cl)Cl,-5,-1,-9,8,12,10,-2,2,-12
COc1ccc(C2CC(=O)Oc3c(C(CCN4CCCC(C)C4)c4ccc(N(C)C)cc4)c(OC)cc(OC)c32)cc1 (stereo unspecified),.,-7,4,9,9,.,.,.,-31
CCOc1ccc(Cc2onc3c2C(=O)CC(C)(C)C3)cc1OCC,-7,9,0,2,8,2,-3,0,-12
CS(=O)(=O)N(CC(=O)N1CCCC1)c1ccc2c(c1)OCCO2,4,3,-1,0,11,6,3,1,-14[20 µM]
O=C(Nc1nnc(C2CC2)s1)c1ccc(Cl)c(S(=O)(=O)N2CCc3ccccc3C2)c1,-7,11,-10,-51,30,4,3,1,-18
COc1ccc(N(C(C)C(=O)Nc2cccnc2)S(C)(=O)=O)cc1 (stereo unspecified),-9,13,4,5,10,3,0,1,-21
O=C(NC1CCCCC1)C1CCCN(S(=O)(=O)c2cnc[nH]2)C1 (stereo unspecified),2,15,-1,-2,18,4,4,-2,-40
CCCCc1ncc(CN2CCC(CC3CCCCO3)(C(=O)OCC)CC2)[nH]1 (stereo unspecified),-6,14,4,-13,1,2,11,-6,-16
CCCN1C(=O)/C(=N\OCC(=O)NCC(F)(F)F)c2ccccc21,-9,-9,-4,0,8,1,-5,2,-16
CCN=C(NCC)SC1CC(=O)N(c2ccc(OC)cc2)C1=O (stereo unspecified),-13,7,2,-7,2,6,-2,3,-3[20 µM]
COc1ccc(-n2c(CSc3nc(C)cc(C)n3)nnc2SCC(=O)Nc2nccs2)cc1,-4,21,-2,-3,4,1,0,-4,-23
O=C(NCCN1CCOCC1)c1csc2c1CCCCC2,-6,3,-6,0,15,3,-1,-1,-28
COC(=O)c1cc(Br)ccc1OC(=O)c1cccnc1,2,-16,3,-4,11,7,-2,0,-30
COc1cccc(NC(=O)CCNC(=O)Cn2ccc3ccccc3c2=O)c1,5,-8,-14,-98,6,3,4,-4,-13[20 µM]
N#CCC(N)=C(C#N)C#N,-2,-14,-13,-10,17,3,7,1,-13
COc1ccc(S(=O)(=O)N2CCC(NC(=O)C(Cc3cccc(OC)c3OC)NC(C)=O)CC2)cc1 (stereo unspecified),-6,.,-1,1,5,7,0,0,-16
NC(=O)c1ccc(Cc2ncc(C(F)(F)F)cc2Cl)s1,-3,13,3,-5,12,5,2,-1,-21[20 µM]
OC1CCCCC1Sc1nc2ccccc2s1 (stereo unspecified),3,-26,4,-13,15,6,-7,4,-18[20 µM]
CC[n+]1ccc2cc(OC)c(OC)cc2c1Cc1ccc(OC)c(OC)c1,-4,-7,-5,2,4,7,1,1,-7
CCOC(=O)c1c(-c2ccc(F)cc2)csc1NC(=O)C1CC=CCC1C(=O)O (stereo unspecified),-4,13,13,-3,9,2,-3,2,-10
CCOC(=O)c1ccc(NC(=O)c2nc[nH]c2C(=O)N(CC)CC)cc1,.,17,-8,-7,14,.,.,.,-15
O=C(c1cn(-c2ccccc2)nc1-c1ccc(Cl)cc1)N1CCOCC1,-6,14,-10,-3,10,2,-2,-2,-10
COC(=O)c1sccc1NC(=O)c1ccco1,-12,6,-1,.,8,4,-5,2,-17[20 µM]
COc1ccccc1Oc1ccc(-c2cnc3ccccc3n2)cc1[N+](=O)[O-],-8,25,-16,-3,4,3,1,-2,-27
COc1cc(OC)c(NC(=S)NCc2ccc(F)cc2)cc1Cl,0,-14,1,-5,7,4,1,0,-26
COc1ccc2cc(/C(C)=N/NC(=S)Nc3cc(S(=O)(=O)N4CCOCC4)ccc3N3CCOCC3)ccc2c1,3,25,-45,-99,4,12,2,3,-12
COc1ccc(/C=C(\C#N)C(=O)OCC(=O)Nc2ccc(C(C)(C)C)cc2)cc1,-6,13,-15,-66,4,3,-6,2,3
CCOc1ccccc1C(=O)NC(C)c1ccc2c(c1)OCO2 (stereo unspecified),-6,17,4,-18,5,5,-11,4,11[20 µM]
O=[N+]([O-])c1ccc(F)c(N=Cc2ccc(Br)s2)c1,-6,-10,-7,1,3,-1,6,-1,-24
COC(=O)CC1(C(=O)OC)Oc2ccc(Br)cc2C(=O)N1c1cccc(Cl)c1Cl (stereo unspecified),2,18,-13,-6,9,1,2,-3,-11
CCOC(=O)C(=O)/C(=C\N(C)C)c1onc(-c2ccccc2Cl)c1C(=O)OC,-8,13,-21,9,8,6,-3,-1,-11[20 µM]
CC(C)NS(=O)(=O)c1cccc2nsnc12,-2,9,-5,5,9,2,5,-2,-20
CCCNC(=O)c1ccccc1NC(=O)COc1ccc(OC)cc1,8,24,-5,5,5,-1,-5,-5,-16[20 µM]
Cc1nn2c(N3CCCC3)c3c(nc2c1-c1ccccc1)CCC3,7,15,-27,-20,8,3,2,-1,-14
Cc1ccc(CN2CC34C=CC(O3)C(C(=O)NCc3ccco3)C4C2=O)cc1 (stereo unspecified),-5,-10,-2,-7,1,-1,3,-4,-7
COc1cccc(/C=N/NC(=O)c2oc3nc(-c4ccccc4)cc(-c4ccco4)c3c2N)c1,4,12,-28,-44,10,6,9,-1,-15
COc1ccc(Oc2ccc3c(C(F)(F)F)cc(C(F)(F)F)nc3n2)cc1,-7,-43,-3,-18,5,2,-1,1,-6
CC1C2=C(CC(C)(C)CC2=O)NC2=C1C(=O)CC(C)(C)C2,1,19,-5,-2,5,1,8,-7,-58
CCCN1C2=C(C(=O)CC(C)(C)C2)C(c2ccc(F)cc2)C2=C1c1ccccc1C2=O (stereo unspecified),-8,22,-2,-34,3,4,-4,3,-10[20 µM]
CCOC(=O)CC1Sc2ccccc2NC1=O (stereo unspecified),-1,8,2,0,-2,4,8,-1,-21
COc1ccccc1CNC(=O)C(C)Sc1ccc(C)cc1 (stereo unspecified),2,17,-1,-6,6,6,-1,3,-16

# 6 compounds picked at random from the list so far, as already listed:
SMILES,RBBP9 inh,PPC-1+TRAIL kill,TbHK1 inh,NCF1 inh,PGE2 EP2 inh,BaF3 parental,p97 inhibitor,Ba/F3 V617F tox,Furin inh
OC1CCCCC1Sc1nc2ccccc2s1 (stereo unspecified),3,-26,4,-13,15,6,-7,4,-18[20 µM]
COC(=O)c1cccc(NC(=S)Nc2ccc(Cl)c(Cl)c2)c1,1,4,6,-22,18,1,5,-3,-26
O=C(Nc1nnc(C2CC2)s1)c1ccc(Cl)c(S(=O)(=O)N2CCc3ccccc3C2)c1,-7,11,-10,-51,30,4,3,1,-18
O=C(NCCN1CCOCC1)c1csc2c1CCCCC2,-6,3,-6,0,15,3,-1,-1,-28
CCCN1C2=C(C(=O)CC(C)(C)C2)C(c2ccc(F)cc2)C2=C1c1ccccc1C2=O (stereo unspecified),-8,22,-2,-34,3,4,-4,3,-10[20 µM]
CCCNC(=O)c1ccccc1NC(=O)COc1ccc(OC)cc1,8,24,-5,5,5,-1,-5,-5,-16[20 µM]

# Going on with the list.
SMILES,RBBP9 inh,PPC-1+TRAIL kill,TbHK1 inh,NCF1 inh,PGE2 EP2 inh,BaF3 parental,p97 inhibitor,Ba/F3 V617F tox,Furin inh
Oc1ccc(/C=N\Nc2nncc(-c3ccccc3)n2)cc1,-8,21,-14,-30,2,-9,4,-1,-23
CS/C(N)=N/C(=S)Nc1cccc(Cl)c1,-4,12,-16,-24,16,-1,8,-4,-7
O=C(CCCSc1nc2ccccc2[nH]1)N1CCN(c2ccc([N+](=O)[O-])cc2)CC1,9,29,-11,-3,20,5,5,0,-5[20 µM]
Nc1nc(Nc2ccccc2)nc(NCCO)c1[N+](=O)[O-],-9,-3,-102,-5,4,-1,8,-1,-2
COc1cccc(C2CC(c3ccc(C)cc3)n3ncnc3N2)c1 (stereo unspecified),-1,4,4,5,8,6,-7,7,-5
O=C(Nc1ccccc1O)c1csc2c1CCCC2,4,13,0,-6,9,2,4,-5,-15
COc1ccc(Cn2nnnc2C(c2ccc(F)cc2)N2CCN(C3CCCC3)CC2)cc1 (stereo unspecified),-7,0,3,-6,13,7,-6,5,-13
O=C1c2cccnc2C(=O)N1Cc1ccc(F)cc1,-4,-14,-5,-3,5,2,-2,0,-18
CC(/C=C/c1ccccc1)=N\NC(=O)C1CC1(C)c1ccccc1 (stereo unspecified),6,1,-5,-3,7,3,2,-4,-12[20 µM]
CCOC(=O)CCNCc1ccc(F)cc1,-6,14,3,2,1,4,1,0,-20

# Only part of the results is shown (hit frequency here may not be typical).
